TDP-43 yeast inh: qHTS of TDP-43 Inhibitors | TDP-43 expressing yeast growth rescue, BacTiter-Glo, 24 h | Potency, µM (doses to about 46.1 µM), for inactives: at the highest dose growth rescue (activation), most hits filed as activators | 410,000 compounds, 1.8% hits; further: potency means the concentration at half of the fitted maximal effect; % of control where 0% means no effect; nearly all actives have a fitted effect of over 50% in size
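Luminescence from BacTiter-Glo reports growth of TDP-43-expressing yeast after 24 hr at 30 deg C with compound. Cells were raffinose-pregrown to mid-log, then seeded in galactose medium at OD600=0.02.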
FUS suppressor: qHTS for Suppressors of FUS Proteinopathy: Primary screen using FUS-linked yeast assay; S. cerevisiae FUS-expressing, growth rescue, OD600, 24 h; 390,000 compounds, 0.24% hits; AID 1347120, 2019; Potency, µM (top dose mostly 76.6 µM), for the others: at the highest dose growth rescue (activation), actives largely listed as activators;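 further: potency means the concentration at half of the fitted maximal effect; plate controls were DMSO vehicle for no effect and reference control for full effect; nearly all actives have a fitted effect of over 55% in size; some results filed as inactive show a strong effect at the top dose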
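Restored growth of FUS-toxic S. cerevisiae, read as 600 nm absorbance after 24 h at 30C in galactose medium (starting OD 0.005). Controls CP55940 and DMSO.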
PTHR1 ag: qHTS for PTHR1 Agonists: Primary Screen | HEK293 GP2 PTHR1 cells, GloSensor cAMP luminescence, 1 h | AID 743266, 2014 | Potency, µM (doses to about 115 µM), inactives show at the highest dose activation, most hits filed as activators | Parathyroid hormone/parathyroid hormone-related peptide receptor (Homo sapiens), Q03431 | 410,000 compounds, 0.075% hits; further: potency means the concentration at half of the fitted maximal effect; nearly all actives have a fitted effect of over 55% in size; some results filed as inactive show a strong effect at the top dose; inactives centre near -15; many of its hits are not listed in these tables
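HEK-293-derived GP2 cells expressing PTHR1 and a GloSensor cAMP reporter, 3,000/well, plated overnight, given luciferin plus IBMX (each 0.5 mM as added) for 1 h at 37 °C, then compound for 1 h at 37 °C. Luminescence was read after 15 min at room temperature.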
Abeta yeast res: qHTS for compounds that reverse cellular toxicity of Amyloid beta (A-beta) peptide in yeast: Primary Screen; yeast expressing A-beta42, growth rescue, OD600, 48 h; response scale: 0% DMSO, 100% iron-clioquinol control; Potency, µM (titrated, usually from 46.1 µM), inactives show at the highest dose growth rescue, usual class: activators; 410,000 compounds, 0.063% hits; further: potency means the concentration at half of the fitted maximal effect; nearly all actives have a fitted effect of over 55% in size
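Yeast growth medium received pinned compounds, then yeast cells expressing toxic A-beta were added; plates incubated at 30 C for 48 hr. Growth read as absorbance at 600 nm, normalized to DMSO and equimolar FeCl3 plus clioquinol controls.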
Akt phos inh: HTS Assay for Inhibitors of Akt Phophorylation: Primary Screen; Neuro2A IGF-stimulated pAkt S473 HTRF, 20 min; active compounds read low; AID 651550, 2012; activity change, % for hits at 50 µM; 360,000 compounds, 0.32% hits; in the data active means activity change below about -80%; inconclusive means mostly about -51% to -80%; further: on the % scale 0 is the no-effect control and ±100 the full control effect
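Neuro2A cells (4,500/well, DMEM with 0.5% FBS) were treated with compound at a single 50 µM final concentration, stimulated with 6 nM IGF for 20 min at 37 °C, and lysed. Phospho-Akt Ser473 was read by HTRF as 665/615 ratio ×10^4.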
GLP1R ag: qHTS of GLP-1 Receptor Agonists; Glucagon-like peptide 1 receptor (Homo sapiens), P43220; HEK293 GLP-1R CRE-luciferase, luminescence, 4-6 h; cells express a hypersensitive GLP-1R form; Potency, µM (doses to about 45.6 µM), inactives show at the top dose activation, hits mostly activators; 380,000 compounds, 0.007% hits; AID 624172, 2012; further: potency means the concentration at half of the fitted maximal effect; % of control where 0% means no effect
Target sequence (P43220 whole entry, looked up): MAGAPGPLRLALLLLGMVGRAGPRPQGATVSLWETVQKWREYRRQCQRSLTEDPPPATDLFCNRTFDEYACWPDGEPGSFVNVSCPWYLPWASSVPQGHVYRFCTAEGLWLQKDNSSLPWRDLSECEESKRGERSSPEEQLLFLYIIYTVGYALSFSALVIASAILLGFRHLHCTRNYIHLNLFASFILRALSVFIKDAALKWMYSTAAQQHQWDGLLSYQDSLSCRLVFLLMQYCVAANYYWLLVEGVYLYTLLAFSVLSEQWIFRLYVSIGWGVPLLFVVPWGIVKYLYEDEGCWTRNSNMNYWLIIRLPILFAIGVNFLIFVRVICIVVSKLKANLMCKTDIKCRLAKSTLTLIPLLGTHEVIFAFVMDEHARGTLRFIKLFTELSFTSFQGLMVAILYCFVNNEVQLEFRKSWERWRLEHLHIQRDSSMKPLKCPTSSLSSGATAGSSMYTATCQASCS
aSyn yeast inh: qHTS of alpha-syn Inhibitors; Yeast expressing alpha-synuclein, growth rescue, BacTiter-Glo, 24 h; Potency, µM (series often up to 46.1 µM), inactives show at the highest dose growth rescue (activation), usual class: activators; 370,000 compounds, 0.14% hits; AID 652106, 2013; further: potency means the concentration at half of the fitted maximal effect; % of control where 0% means no effect; nearly all actives have a fitted effect of over 65% in size
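Galactose-induced alpha-syn yeast (OD600=0.02, raffinose-pregrown) + pinned cpd, 24 hr, 30 deg C; growth by BacTiter-Glo luminescence. Growth restoration scores as activation.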
GLP-1R inv ag: qHTS of GLP-1 Receptor Inverse Agonists (Inhibition Mode) | Glucagon-like peptide 1 receptor (Homo sapiens), P43220 | HEK293 GLP-1R CRE-luciferase, luminescence, 24 h; GLP-1R form is constitutively active | Potency, µM (titrated, usually from 38.3 µM), for inactives: at the highest dose activity change, negative = inhibition, actives largely listed as inhibitors | 410,000 compounds, 1.6% hits; further: potency means the concentration at half of the fitted maximal effect; on the % scale 0 is the no-effect control and ±100 the full control effect; nearly all actives have a fitted effect of over 55% in size
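Constitutively active GLP-1R drives a cAMP-responsive luciferase in stably transfected HEK293 cells; test compounds are added after overnight (12 h) attachment and left 24 hr, and signal loss in luminescence marks inhibition.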
D3 antag: qHTS of D3 Dopamine Receptor Antagonist: qHTS; D3R cells, DiscoveRx beta-arrestin luminescence, antagonist mode; active compounds read low; D(3) dopamine receptor (Homo sapiens), P35462; max response, negative = inhibition, %; AID 652054, 2013; 360,000 compounds, 2.5% hits; in the data active means max response below about -50%; inconclusive means no clear call, values can overlap the other calls; further: on the % scale 0 is the no-effect control and ±100 the full control effect; mostly tested at two doses, the higher about 12 µM
Target sequence (P35462 whole entry, looked up): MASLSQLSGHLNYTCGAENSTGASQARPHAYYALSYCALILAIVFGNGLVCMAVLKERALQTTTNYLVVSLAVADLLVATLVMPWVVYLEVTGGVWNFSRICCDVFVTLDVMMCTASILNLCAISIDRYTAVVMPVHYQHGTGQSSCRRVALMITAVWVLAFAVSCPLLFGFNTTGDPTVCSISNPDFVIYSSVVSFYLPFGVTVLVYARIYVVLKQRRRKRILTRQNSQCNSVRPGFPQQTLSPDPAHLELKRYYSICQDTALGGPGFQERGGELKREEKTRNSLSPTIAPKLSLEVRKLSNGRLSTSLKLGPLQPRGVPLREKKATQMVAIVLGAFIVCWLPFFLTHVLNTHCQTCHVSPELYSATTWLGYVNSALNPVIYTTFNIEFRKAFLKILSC
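Cells plated overnight at 1500 cells/well, then exposed to library compounds with dopamine controls for 90 minutes at 37 degrees C. DiscoveRx reagent added for 30–60 minutes at room temperature; luminescence read, quantitative HTS format.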
* hit, by the source's call; i = inactive; ? = inconclusive; · = not tested or not shown; & = joins results of further samples; [ ] = remark or other dose. Unless noted, the call rests on the fitted dose curve; in most records, active means well fitted curve in the direction sought with a large enough effect; inconclusive means small, poorly fitted or top-dose-only effect, or another doubt; inactive means no such curve, though single readings can be large; an effect the other way counts as inactive or inconclusive.

SMILES	TDP-43 yeast inh	FUS suppressor	PTHR1 ag	Abeta yeast res	Akt phos inh	GLP1R ag	aSyn yeast inh	GLP-1R inv ag	D3 antag
CC1CCCC(C)N1NC(=O)c1cccc(S(=O)(=O)N2CCc3ccccc32)c1 (stereo unspecified)	-8%[1.82 µM]	16%	i	4%	i	8%	-10%	-12%	-6
CC(=O)N1CCc2c(sc(NC(=O)Cc3ccc(F)cc3)c2C#N)C1	10%	-11%	5%	1%	i	5%	-9%	13%	-19
N#Cc1ccc(NC(=O)COc2ccc(-n3cnnn3)cc2)cc1	-6%	0%	i	-5%	i	5%	7%	16%	22
Cc1cc(C)c2cc(C#N)c(SCC(=O)NCC3CCCO3)nc2c1 (stereo unspecified)	-10%	17%	i	-7%	i	-7%	0%	-13%	-22
CC1(C)CC(NC(=O)c2cc([N+](=O)[O-])cc([N+](=O)[O-])c2)CC(C)(C)N1	-13%	-12%	-18%	-6%	i	-3%	-2%	8%	-15
CC(=O)c1ccc(N2CCN(C(=O)c3cccs3)C(C)C2)c(F)c1 (stereo unspecified)	4%	10%	-19%	-18%	i	11%	16%	9%	-11
Cc1ccc(S(=O)(=O)NC(C)C(=O)NC2CC2)cc1 (stereo unspecified)	-5%	9%	i	4%	i	0%	-1%	3%	8
COc1cc(/C=N/NC(=O)c2nonc2C)ccc1O	-21%[0.397 µM]	10%	-41%	-25%	i	5%	3%	7%	16
O=C(O)c1csc(-c2ccc(Cl)cc2)n1	?	24%	i	-2%	i	-2%	18%	-4%	-2
CCc1cc2c3c([nH]c2cc1S(=O)(=O)N1CCC2(CC1)OCCO2)CCCC3=O	-23%	28%	i	8%	i	-2%	-2%	26%	3
CC(C)C(=O)Nc1ccc2nn(-c3ccc(F)cc3)nc2c1	13%	-5%	-54%[inhibitor]	-18%	i	-2%	-4%	?	-20
Oc1cccc(C=NCc2ccccc2)c1O	24%	28%	i	-9%	i	-9%	11%	0%	?
Cc1cc(C)c(C(=O)OCC(=O)Nc2cccc(S(=O)(=O)N3CCCCC3)c2)c(C)c1	9%	24%	-18%	9%	i	0%	15%	?	13
Cc1cc(C)cc(NC(=O)c2cc(Cl)sc2Cl)c1	14%	-27%	-11%	15%	i	-2%	1%	?	15
COc1ccccc1CCC(=O)OC(C)C(=O)Nc1c(C)n(C)n(-c2ccccc2)c1=O (stereo unspecified)	5%	-2%	i	4%	i	-14%	-3%	-7%	10
N=c1ncn(Cc2ccccc2)c2nc(SCCOc3ccccc3)[nH]c12	13%	·	i	5%	i	3%	-1%	4%	3
CCOC(=O)c1oc2ccccc2c1CN1CC(C)OC(C)C1 (stereo unspecified)	-28%	10%	-2%	-3%	i	0%	-1%	-25%	6
CC1(C)C[C@@H]2C[C@@](C)(CN2C(=O)c2ccccc2)C1	7%	5%	-22%	4%	i	0%	0%	-6%	83
CC(C)c1nnc(NC(=O)c2ccc3c(c2)OCO3)s1	11%	-20%	-40%[inhibitor]	5%	i	-1%	3%	1.1µM*	13
O=C(NCC(=O)N1CCN(S(=O)(=O)/C=C/c2ccccc2)CC1)c1ccccc1F	26%	6%	-16%	0%	i	6%	6%	-9%	14
O=C(CN1CCOCC1)N/N=C/c1ccc(-c2cccc(Cl)c2Cl)o1	0%	4%	i	-19%	i	9%	?	?	-11
CC1CCCCC12NC(=O)N(CC(=O)Nc1nccs1)C2=O (stereo unspecified)	-16%	-3%	i	7%	i	13%	-5%	2%	10
CC(C)(CO)NC(=O)CC1C(=O)NCCN1CC(c1ccccc1)c1ccccc1 (stereo unspecified)	-12%	5%	i	7%	i	0%	-4%	19%	-11
Cc1cc(C(=O)NC(=S)Nc2cccc(NC(=O)C(C)C)c2)ccc1[N+](=O)[O-]	4%	6%	-21%	0%	i	-15%	6%	0%	-24
CCOc1ccc(NC(=O)CN(C)C(=O)c2csc3c2CCCC3)cc1OCC	0%	·	-1%	2%	i	17%	11%	-10%	37
COC(=O)c1c(N)sc2c1CC(C)(C)OC2	-2%	11%	?	-4%	i	-5%	-1%	23%	-7
COc1ccc(N2CCN(S(=O)(=O)c3c(C)n(C)c(=O)n(C)c3=O)CC2)cc1	14%	·	i	2%	i	-13%	1%	11%	5
Cc1noc(C)c1C(=O)Nc1ccc(S(=O)(=O)N2CCCCC2)cc1	20%	17%	-19%	10%	i	-2%	1%	2%	3
O=C(CC[C@H]1O[C@@H](n2ccc(=O)[nH]c2=O)[C@H](O)[C@@H]1O)N[C@H](Cc1ccccc1)C(=O)NCCCN1CCCC1=O	7%	-12%	i	-11%	i	-1%	1%	13%	?
Cc1ccc(NC(=O)CN(C)C(=O)CSc2ncc(C(F)(F)F)cc2Cl)cc1	-3%	·	-6%	-13%	i	-2%	6%	13%	-1
c1ccc(Nc2nc3ccccc3n3cnnc23)cc1	12%	-17%	i	-16%	i	7%	-1%	62%[activator]	19
O=C1CCC([N+](=O)[O-])C(c2cccc3ccccc23)N1 (stereo unspecified)	-9%	8%	i	2%	i	5%	-2%	-20%	-10
CC1(c2ccccc2)NC(=O)N(NC(=O)COC(=O)c2cc(Br)ccc2O)C1=O (stereo unspecified)	10%	13%	-10%	2%	i	6%	-2%	13%	?
COc1ccc(C(C[N+](=O)[O-])c2c(C)[nH]c3ccccc23)cc1OC (stereo unspecified)	8%	-8%	-37%[inhibitor]	-9%	i	4%	3%	1%	-6
CC(=O)c1ccccc1NC(=O)COC(=O)c1cc2ccccc2[nH]1	14%	9%	-67%[inhibitor]	-2%	i	8%	0%	11%	-10
COc1ccc(Br)cc1C1CC(=O)N2CN(Cc3ccccc3)CSC2=C1C#N (stereo unspecified)	12%	35%	i	9%	i	-1%	5%	0%	-9
COC(=O)c1[nH]c2ccccc2c1NC(=O)C(C)N1CCOCC1 (stereo unspecified)	7%	13%	-3%	2%	i	1%	0%	7%	22
O=C(Nc1ccc(C(=O)OC[C@@H]2CCCN3CCCC[C@H]23)cc1)c1cccc(Br)c1	-18%	·	-36%[inhibitor]	-14%	i	1%	2%	?	?
O=C(Nc1ccc2c(c1)OCCO2)C(c1cc2ccccc2o1)N1CCN(c2ccc(F)cc2)CC1 (stereo unspecified)	21%	?	4%	-16%	i	-1%	0%	?	0
CCN(CC)C(=O)c1sc(N)c(C(=O)OC(C)C)c1C	13%	21%	i	15%	i	8%	0%	-1%	10
COc1ccc(Cc2nc(-c3ccc(-n4cccc4)cc3)no2)cc1	5%	7%	-15%	10%	i	15%	3%	10%	-17
CCOC(=O)C1CCCN(c2ncnc3c2cnn3-c2ccc(OC)cc2)C1 (stereo unspecified)	0%	·	-43%[inhibitor]	-11%	i	4%	2%	-23%	13
CCCCC(=O)Nc1cccc(NC(=S)NC(=O)Cc2ccccc2)c1	20%	·	i	11%	i	0%	-2%	-12%	0
COc1ccc(-c2cn3cccnc3n2)cc1NC(=O)Nc1ccc(Cl)cc1	10%	20%	i	1%	·	·	·	-27%	·
CC(=O)Nc1ccc(NC(=O)CSc2nc3ccccc3nc2N2CCC(C)CC2)cc1	11%&6%	2%&5%	-12%	-3%&-8%	i	13%	1%	-26%&-5%	6
COc1ccc(S(N)(=O)=O)cc1C(=O)NCC(C)(C)N1CCOCC1	-9%	7%	i	0%	i	9%	-4%	5%	-20
CCCCCCSc1ccc(-c2nc3ccc(Cl)cn3c2NCCCC)cc1OC	17%&16%	25%&23%	-14%&-12%	6%	i	-3%	-2%	?	30
NS(=O)(=O)c1ccc(CCNC(=O)CSc2nc3c(sc(=S)n3-c3ccccc3)c(=O)[nH]2)cc1	-3%	-4%	-21%	6%	i	3%	1%	9%	12
COc1ccccc1NC(=O)C1CCCN(c2cnccn2)C1 (stereo unspecified)	17%	-5%	i	·	i	3%	3%	18%	8
COc1ccc(C(c2c(C)n(C)n(-c3ccccc3)c2=O)c2c(C)n(C)n(-c3ccccc3)c2=O)cc1	-1%	10%	-91%[inhibitor]	9%	i	2%	-1%	-1%	-21
CCn1c(=O)n(-c2ccc(Cl)cc2)c(=O)c2c3c(sc21)COC(C)(C)C3	-13%	13%	-19%	-8%	i	11%	0%	18%	9
Cc1cc(C)c(NC(=O)c2cc3c(nc4sccn43)s2)c(C)c1	-10%	36%	-7%	-86%[inhibitor]	i	-1%	-30%	0%	-15

Quoted at random: two compounds from above.
SMILES	TDP-43 yeast inh	FUS suppressor	PTHR1 ag	Abeta yeast res	Akt phos inh	GLP1R ag	aSyn yeast inh	GLP-1R inv ag	D3 antag
Cc1ccc(NC(=O)CN(C)C(=O)CSc2ncc(C(F)(F)F)cc2Cl)cc1	-3%	·	-6%	-13%	i	-2%	6%	13%	-1
COc1ccc(N2CCN(S(=O)(=O)c3c(C)n(C)c(=O)n(C)c3=O)CC2)cc1	14%	·	i	2%	i	-13%	1%	11%	5

Quoted from the listing:
Result of `CC(C)(CO)NC(=O)CC1C(=O)NCCN1CC(c1ccccc1)c1ccccc1` (stereo unspecified) under TDP-43 yeast inh: -12%
Result of `O=C1CCC([N+](=O)[O-])C(c2cccc3ccccc23)N1` (stereo unspecified) under D3 antag: -10
Result of `N=c1ncn(Cc2ccccc2)c2nc(SCCOc3ccccc3)[nH]c12` under D3 antag: 3

Screening results deposited in PubChem BioAssay by National Center for Advancing Translational Sciences (NCATS).

A portion of the library (hit frequency here may not be typical).
